# H9c2 protect: modulators protecting cardiomyocytes from myocardial damage; 0.63% of 360,000 active; H9c2 cardiomyocytes, H2O2 injury protection, ATPLite, 2 h; protection from H2O2 cell death, % at 20 µM;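 active means compounds giving at least 50% protection of heart cells from peroxide-induced death in the single-dose screen, raw or plate-pattern-corrected value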;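 further: 0% = DMSO wells with peroxide and 100% = DMSO wells without peroxide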
# NOD2-RIPK2 inh: blocks binding of human NOD2 to RIPK2 | O43353 | CHO BLA complementation NOD2-RIPK2, CCF4 ratio | inhibition, % at 4.98 µM | 0.38% of 360,000 active; in the data active means inhibition above about 21%;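 further: 0% = vehicle only and 100% = reference blocker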
# m5-HT2A agonist: agonists of mouse serotonin 5-HT2A receptor (HTR2A) | CHO-K1 mHTR2A beta-arrestin complementation, luminescence; percent of 30 µM serotonin response | activation, % at 7.6 µM | AID 624169 | 0.66% of 360,000 active;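 active means activation above a run cutoff, the mean activation of all tested compounds plus 3 SD, cut at about 14% in these data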;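 further: 0% = plate median of compound wells and 100% = 30 µM serotonin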
# ABHD5 PLIN5 PPI: ABHD5-PLIN5 protein interaction inhibition; 0.78% of 360,000 active; Split G. princeps luciferase complementation, luminescence, 4 h; Q00G26+Q8WTS1; inhibition, % at 4 µM; AID 602281;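 active means inhibition above the mean inhibition across every tested compound plus 3 SD, cut at about 22% in these data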;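 further: 0% = DMSO only wells and the 100% control is not disclosed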
# TLR9-MyD88 block: blocks human TLR9 binding to MyD88. inhibition, % at 4.98 µM. CHO BLA complementation TLR9-MyD88, CCF4 FRET ratio. 0.21% of 340,000 active;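 active means inhibition above the mean over all tested compounds plus 3 SD, cut at about 21% in these data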;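 further: 0% = DMSO only wells and 100% = clavulanate BLA inhibitor control wells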
# Target sequence (Q99836 whole entry, looked up): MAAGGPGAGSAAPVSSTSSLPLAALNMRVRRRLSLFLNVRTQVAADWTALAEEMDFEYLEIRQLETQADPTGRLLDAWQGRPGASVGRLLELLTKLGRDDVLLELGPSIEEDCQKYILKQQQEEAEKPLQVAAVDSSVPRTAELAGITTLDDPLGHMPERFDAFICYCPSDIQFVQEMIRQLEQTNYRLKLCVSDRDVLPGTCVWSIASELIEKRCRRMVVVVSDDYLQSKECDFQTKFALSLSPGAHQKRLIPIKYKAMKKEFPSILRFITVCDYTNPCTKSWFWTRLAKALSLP
# Target sequence (Q9NR96 whole entry, looked up): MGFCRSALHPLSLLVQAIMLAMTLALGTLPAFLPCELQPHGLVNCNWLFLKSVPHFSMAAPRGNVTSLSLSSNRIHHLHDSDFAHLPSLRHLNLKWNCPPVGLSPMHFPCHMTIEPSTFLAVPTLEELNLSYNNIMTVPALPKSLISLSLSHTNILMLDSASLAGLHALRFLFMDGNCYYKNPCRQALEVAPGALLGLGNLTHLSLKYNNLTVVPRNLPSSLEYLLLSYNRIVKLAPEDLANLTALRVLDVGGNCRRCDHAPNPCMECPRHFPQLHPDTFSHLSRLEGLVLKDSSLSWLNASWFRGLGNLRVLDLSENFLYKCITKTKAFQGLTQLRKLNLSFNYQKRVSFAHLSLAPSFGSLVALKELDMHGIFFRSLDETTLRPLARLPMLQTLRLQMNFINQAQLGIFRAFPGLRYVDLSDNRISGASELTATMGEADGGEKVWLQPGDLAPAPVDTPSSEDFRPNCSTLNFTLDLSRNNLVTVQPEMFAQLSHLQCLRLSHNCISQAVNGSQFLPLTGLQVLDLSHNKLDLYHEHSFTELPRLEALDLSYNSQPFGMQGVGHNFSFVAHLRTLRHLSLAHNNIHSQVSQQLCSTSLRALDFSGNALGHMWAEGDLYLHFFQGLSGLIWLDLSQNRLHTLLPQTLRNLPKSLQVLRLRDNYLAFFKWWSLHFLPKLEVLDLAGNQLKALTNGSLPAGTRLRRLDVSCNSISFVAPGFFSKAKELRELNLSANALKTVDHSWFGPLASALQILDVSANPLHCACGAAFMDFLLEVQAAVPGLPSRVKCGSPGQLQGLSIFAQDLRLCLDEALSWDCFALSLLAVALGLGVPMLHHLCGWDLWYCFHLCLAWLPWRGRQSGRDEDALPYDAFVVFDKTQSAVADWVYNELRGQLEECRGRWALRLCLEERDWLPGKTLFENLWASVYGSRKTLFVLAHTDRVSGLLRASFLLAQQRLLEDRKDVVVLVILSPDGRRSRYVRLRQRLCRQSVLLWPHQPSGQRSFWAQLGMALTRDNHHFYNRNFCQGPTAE
# MC4R antagonist: blocks human MC4R cAMP signaling; inhibition, % at 6.5 µM; AID 540295; MC4R-expressing cells, MTII-stimulated cAMP, LANCE TR-FRET; 0.48% of 360,000 active; P32245;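 active means inhibition above its plate's cutoff, the mean of tested wells on that plate plus 3 SD, cut at about 29% in these data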;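 further: 0% = Melanotan II alone and 100% = Melanotan II plus saturating MCL0020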
#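 Material: U2OS-MC4R stable cell line | Reagent: Melanotan II challenge after compound preincubation | Doses: One concentration, 6.5 µM nominal | Incubation: 30-min compound preincubation, 1-h Melanotan II challenge, 1-h detection, room temperature | Signal: TR-FRET cAMP assay | Replicates: One well per compound, no replicates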
# SRC2 inh: human SRC2 (NCOA2) inhibition; HEK293 GAL4-SRC2 luciferase reporter, luminescence; inhibition, % at 9 µM; 0.17% of 370,000 active; AID 651957;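 active means inhibition above the mean inhibition of all tested compounds plus 3 SD, set per campaign, cut at about 52% in these data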;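 further: 0% = DMSO treated cells and 100% = cells given Gossypol at 36 µM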
# ABCB6 inh 2: inhibitors of human ABC transporter ABCB6. K562-ABCB6 porphyrin accumulation, flow cytometry, 1 h; hits give low values. fluorescence ratio to DMSO, % at 10 µM. 0.19% of 360,000 active. AID 602162;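 active means fluorescence ratio to DMSO below 75%, the collection mean minus 3 SD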;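 further: signal is porphyrin accumulated inside mitochondria; 100% equals median channel fluorescence of DMSO control wells; lower ratio means ABCB6 inhibition with less porphyrin fluorescence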
# Glyco luc inh: blocks N-linked glycosylation in D54 reporter cells; 0.23% of 360,000 active; D54 ERlucT glycosylation luciferase reporter, 24 h; percent of 100 nM tunicamycin response; reporter increase, % at 12.5 µM;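 active means mean luciferase reporter signal, scaled so untreated is 0 and the glycosylation-blocking control 100, at or above a set limit in every replicate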;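 further: luciferase carries N-glycosylation sites so blocking glycosylation raises the light; 0% = median of neutral control wells and 100% = median of 100 nM tunicamycin wells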
# MC4R barr agon: human MC4R agonism via beta-arrestin | activation, % at 8.9 µM | U2OS MC4R beta-arrestin complementation, luminescence; percent of melanotan II response, DMSO zero | AID 540308 | P32245 | 0.98% of 360,000 active;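 active means activation above a per-plate cutoff, the mean activation of sample wells on that plate plus 3 SD, cut at about 8% in these data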
# Numbers without * were called inactive; . = no result given. These rows are one share of the data, so the mix of outcomes need not match the whole.
SMILES,H9c2 protect,NOD2-RIPK2 inh,m5-HT2A agonist,ABHD5 PLIN5 PPI,TLR9-MyD88 block,MC4R antagonist,SRC2 inh,ABCB6 inh 2,Glyco luc inh,MC4R barr agon
COCCNc1oc(-c2ccc(F)cc2)nc1C#N,11.0,-8.3,4.2,2.8,-4.5,-6.1,-21.6,96.0,0.9,-1.8
O=C(C[C@H]1C(=O)N(c2ccccc2)C[C@@H]1Cc1ccccc1)Nc1ccccc1,7.2,-0.7,-1.5,-3.2,-2.3,1.8,-10.4,100.0,0.0,-1.8
C=CCn1c(CCNC(=O)c2cccs2)nnc1SCC(=O)Nc1cccc(Cl)c1C,2.4,-4.1,-1.9,-4.3,0.0,-2.5,-1.4,95.0,9.3,0.0
CCC(C(=O)NC1CC1)n1nc(C)c2c(C)n(-c3ccccc3)nc2c1=O (configuration not stated),-2.3,8.6,-0.4,-1.5,-4.8,20.1,-7.1,108.0,2.8,-4.0
CCCNC(=O)NC(=O)COC(=O)c1cccc(NS(=O)(=O)c2ccc(F)c(F)c2)c1,1.6,-3.0,-1.6,-3.9,-2.6,0.6,-1.1,105.0,-3.1,-0.1
CCOC(=O)CCC(=O)Nc1cc(S(=O)(=O)N2CCOCC2)ccc1N1CCCCC1,9.8,-24.3,-1.2,4.8,-2.0,6.8,-8.0,99.0,1.1,-0.3
Clc1ccccc1CSc1ncn(-c2ccccc2)n1,-4.8,3.8,-2.5,-6.0,0.8,-10.1,-45.5,88.0,-4.1,0.4
Cc1ccc(C)c(S(=O)(=O)N2CCN(C(=O)c3ccc4ccccc4n3)CC2)c1,-3.4,-3.5,-1.1,0.7,-7.8,8.1,8.6,96.0,-2.8,-0.3
Cn1ncc([N+](=O)[O-])c1C(=O)Nc1ccn(Cc2ccccc2F)n1,-2.4,-0.9,1.1,-1.9,-12.8,16.3,5.5,98.0,-0.8,0.3
Cc1cc(C(=O)c2ccc(C(C)(C)C)cc2)c(NC(=O)CCl)s1,-8.1,-2.0,2.3,2.4,1.0,3.4,7.4,101.0,-3.6,1.8
O=C(COC(=O)c1cccs1)NCCc1ccc(F)cc1,-4.2,-4.5,4.9,-2.0,-5.6,6.0,20.3,100.0,1.7,-3.1
O=C(N=C1SC2CS(=O)(=O)CC2N1Cc1ccc(Cl)cc1)C1CC1 (configuration not stated),-0.3,-7.6,4.6,-0.4,-0.9,6.3,-0.2,98.0,-1.3,-2.8
COc1ccc2[nH]cc(CCNC(=O)COc3ccc4ccc(=O)oc4c3)c2c1,-0.2,1.1,-1.3,-4.1,3.2,3.8,5.7,106.0,2.2,-1.0
Cc1cc(Br)cc2c(C(=O)Nc3c(C)n(C)n(-c4ccccc4)c3=O)cc(-c3cccs3)nc12,2.6,3.2,7.2,-1.0,0.8,10.3,-22.1,89.0,40.8*,-1.0
CC(C)n1cnnc1SCC(=O)Nc1cccnc1Cl,11.8,1.6,3.3,-1.3,-0.3,4.8,5.3,101.0,3.2,-1.6
O=C(Cc1ccc(F)cc1)Nc1ccc(S(=O)(=O)N2CCCCC2)cc1,-11.9,-6.0,12.6,6.0,-5.6,-6.3,16.2,97.0,-3.1,-1.1
COC(=O)c1ccc2c(c1)S(=O)(=O)NC2C (configuration not stated),.,-0.9,-0.8,4.4,.,.,0.0,94.0,.,.
CCN(CC)C(=O)C(=O)Nc1ccc(OCc2ccccc2)cc1,-11.7,3.8,-2.7,-5.4,4.6,0.1,-15.2,100.0,0.7,-2.5
O=C(CCN1CCOCC1)N1CCCC(Nc2cccc(F)c2)C1 (configuration not stated),3.0,-12.1,-4.4,-4.7,-2.3,18.1,-38.4,99.0,-0.7,-0.8
O=c1cc(-c2ccccc2)nc(SCc2ccccc2F)[nH]1,-3.7,-0.4,5.9,1.2,-4.0,1.7,-8.3,100.0,-1.3,2.4
COc1cc(OC)cc(-c2oc(=O)c3cc(OC)c(OC)cc3c2C(F)(F)F)c1,-1.2,-3.1,2.2,-0.1,2.9,0.3,-3.0,96.0,1.0,-1.6
C=CCn1c(SCc2ccc(Br)cc2F)nc2cc(C(=O)O)ccc2c1=O,-5.8,-2.9,-3.9,-0.1,-4.5,1.6,-8.4,104.0,1.3,-1.3
C/C(=N\NC(=O)c1ccccc1)c1ccccc1Br,2.2,-6.2,-2.6,-6.9,-5.1,6.9,-60.7,102.0,4.2,1.0
COc1ccccc1CN1CCNC(=O)C1CC(=O)NCCCn1cccn1 (configuration not stated),5.3,-4.7,1.2,1.5,2.4,1.1,-9.7,98.0,-1.8,-0.7
CCN(CC)S(=O)(=O)c1cccc(C(=O)Oc2cccnc2)c1,3.3,-6.2,4.3,-0.7,5.5,-4.3,6.0,105.0,-2.3,1.5
Cc1ccccc1-n1c(SC(C)C(N)=O)nnc1-c1cccnc1 (configuration not stated),2.6,-6.2,-3.8,5.1,0.0,10.1,-1.2,102.0,0.5,-1.8
O=c1[nH][nH]cc1C=Nc1ccc(Oc2ccccc2)cc1,2.4,-6.7,-5.0,-1.4,-15.5,14.6,-5.8,104.0,2.3,1.0
COC(=O)c1nnn(-c2ccsc2C(=O)OC)c1C(=O)OC,0.8,2.8,-1.4,0.9,3.9,8.8,0.1,99.0,0.7,-1.8
COc1ccc(Cl)cc1NS(=O)(=O)c1cccc(C(=O)N2CC(C)OC(C)C2)c1 (configuration not stated),-4.8,-8.5,0.5,7.3,-8.4,9.5,5.9,92.0,3.6,-3.8
COc1ccc(S(=O)(=O)N2CCN(C(=O)c3sccc3-c3ccccc3)CC2)cc1,-7.3,2.1,-1.4,4.2,-3.8,10.4,-22.2,100.0,-2.0,-0.2
Cn1c(NCCc2ccccc2)cc(=O)n(C)c1=O,8.9,-9.3,-2.5,-2.1,-13.8,1.1,-12.8,105.0,-1.2,-0.2
O=C(Cc1ccc(Cl)cc1)Nc1ccccc1C(=O)N1CCCC1,1.6,-15.6,2.6,-1.5,-1.7,-1.1,-28.9,101.0,0.1,-0.2
Cc1ccc(NC(=O)CCc2nnc3ccc(N4CCC(C)CC4)nn23)nc1,4.5,8.7,3.0,-4.5,-0.1,-5.2,8.9,101.0,3.9,-3.4
NC(=O)COc1cc2oc(=O)c3c(c2cc1Cl)CCCC3,16.9,0.1,-2.7,5.5,1.0,9.9,-15.6,97.0,2.0,-0.2
Cc1cc(S(=O)(=O)NC2CCN(Cc3ccccc3)CC2)c(C)cc1Cl,-10.8,-1.6,1.1,-3.4,6.9,3.0,6.7,102.0,0.6,4.7
COc1ccc(-c2nonc2NC(=O)c2oc3ccccc3c2C)cc1OC,6.9,-3.6,-2.3,0.1,-6.5,11.9,-2.9,101.0,-2.3,1.4
Cc1cccc(OC(C)C(=O)OCC(=O)N2CCN(c3ccccc3)CC2)c1 (configuration not stated),0.2,-4.5,-4.8,3.4,-1.6,3.4,2.3,95.0,-0.4,-0.6
Cc1ccsc1/C=N\NC(=O)CCc1c(C)n[nH]c1C,-3.7,-19.4,0.5,2.4,-0.9,1.0,-9.7,101.0,0.9,2.0
Cn1c(=O)[nH]c(=O)c2c1nc(N1CCN(C(=O)c3ccco3)CC1)n2CCCSc1ncccn1,2.0,8.3,-1.6,-3.7,3.5,15.8,9.6,99.0,0.5,-1.5
CCCS(=O)(=O)N1CCC(C(=O)NCCCOC(C)C)CC1,6.0,4.0,3.4,-3.1,-6.0,-0.2,-10.8,102.0,0.2,-1.3
Cc1ccc(S(=O)(=O)c2ccc(Oc3cccc(C)c3)cc2)cc1,-26.6,-3.9,-9.3,-6.6,6.0,1.7,-6.8,95.0,-1.1,-1.7
COc1ccc(NC(=O)c2oc3ccccc3c2NC(=O)c2ccc(OC)c(OC)c2)c(OC)c1,14.1,-4.9,14.2,7.1,1.7,6.1,13.2,88.0,2.3,-0.9
Cc1cccc(N2C(=O)c3ccc(C(=O)Nc4cccc(C(=O)O)c4)cc3C2=O)c1,3.6,-10.6,6.8,1.6,7.3,5.8,-24.2,89.0,0.5,1.2
CCOC(=O)NC1(Nc2cccc(Cl)c2)Oc2ccccc2O1,46.9,-4.6,-5.1,1.1,-9.0,9.7,-30.3,99.0,-4.7,-1.4
Cc1ccc(N/C=C2\CCCCC2=O)nc1,-2.1,-4.2,1.4,2.0,-6.1,-5.9,-35.6,91.0,2.2,-1.9
NC(=O)COC(=O)c1sc2ccccc2c1Cl,2.5,-3.3,-0.8,-2.0,-6.6,2.9,4.8,99.0,2.8,-2.9

# Copied from the list.
# Reading of NC(=O)COC(=O)c1sc2ccccc2c1Cl in MC4R antagonist: 2.9
# Reading of CCOC(=O)NC1(Nc2cccc(Cl)c2)Oc2ccccc2O1 in NOD2-RIPK2 inh: -4.6

# 11 entries from above, sorted by heavy-atom count, lowest first:
SMILES,H9c2 protect,NOD2-RIPK2 inh,m5-HT2A agonist,ABHD5 PLIN5 PPI,TLR9-MyD88 block,MC4R antagonist,SRC2 inh,ABCB6 inh 2,Glyco luc inh,MC4R barr agon
Cc1ccc(N/C=C2\CCCCC2=O)nc1,-2.1,-4.2,1.4,2.0,-6.1,-5.9,-35.6,91.0,2.2,-1.9
NC(=O)COC(=O)c1sc2ccccc2c1Cl,2.5,-3.3,-0.8,-2.0,-6.6,2.9,4.8,99.0,2.8,-2.9
Cc1ccsc1/C=N\NC(=O)CCc1c(C)n[nH]c1C,-3.7,-19.4,0.5,2.4,-0.9,1.0,-9.7,101.0,0.9,2.0
NC(=O)COc1cc2oc(=O)c3c(c2cc1Cl)CCCC3,16.9,0.1,-2.7,5.5,1.0,9.9,-15.6,97.0,2.0,-0.2
CCCS(=O)(=O)N1CCC(C(=O)NCCCOC(C)C)CC1,6.0,4.0,3.4,-3.1,-6.0,-0.2,-10.8,102.0,0.2,-1.3
CCOC(=O)NC1(Nc2cccc(Cl)c2)Oc2ccccc2O1,46.9,-4.6,-5.1,1.1,-9.0,9.7,-30.3,99.0,-4.7,-1.4
Cc1ccc(S(=O)(=O)c2ccc(Oc3cccc(C)c3)cc2)cc1,-26.6,-3.9,-9.3,-6.6,6.0,1.7,-6.8,95.0,-1.1,-1.7
Cc1cc(S(=O)(=O)NC2CCN(Cc3ccccc3)CC2)c(C)cc1Cl,-10.8,-1.6,1.1,-3.4,6.9,3.0,6.7,102.0,0.6,4.7
Cc1ccc(NC(=O)CCc2nnc3ccc(N4CCC(C)CC4)nn23)nc1,4.5,8.7,3.0,-4.5,-0.1,-5.2,8.9,101.0,3.9,-3.4
Cc1cccc(N2C(=O)c3ccc(C(=O)Nc4cccc(C(=O)O)c4)cc3C2=O)c1,3.6,-10.6,6.8,1.6,7.3,5.8,-24.2,89.0,0.5,1.2
Cn1c(=O)[nH]c(=O)c2c1nc(N1CCN(C(=O)c3ccco3)CC1)n2CCCSc1ncccn1,2.0,8.3,-1.6,-3.7,3.5,15.8,9.6,99.0,0.5,-1.5
